Screening results (PubChem BioAssay)
CatS inh – inhibitors of human cathepsin S, biochemical, compound mixtures; P25774; recombinant cathepsin S, AMC dipeptide fluorescence, pooled mixtures; inhibition, %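 (tested at 5 µM per compound within 10-compound mixtures)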; actives 0.06% (n = 62,000); AID 501, 2006; in the data active = inhibition above about 32%, passing the limit was not always enough;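 also: 0% = enzyme without compound and 100% = blank without enzyme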
ROCK2 blocker – inhibitors of human ROCK2 kinase, primary screen, biochemical, high-throughput, luminescence; inhibition, % at 6 µM; purified ROCK2, Kinase-Glo ATP depletion luminescence; actives 0.35% (n = 60,000); AID 604, 2007; Rho-associated protein kinase 2 (Homo sapiens), O75116;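 active = inhibition above the screen-wide mean inhibition plus 3 SD, cut at about 18% in these data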;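 also: plate controls were DMSO wells for no effect and Y-27632 control wells after no-enzyme background subtraction for full effect; many of its hits are not listed in these tables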
C1s inh – complement C1s protease inhibitors, primary screen, biochemical, 10-compound mixtures | actives 0.16% (n = 62,000) | mean inhibition % of two 10-compound mixtures (stronger effect = higher value), % at 5 µM (by protocol) | purified C1s, fluorogenic AMC substrate, pooled mixtures | Complement C1s subcomponent (Homo sapiens), P09871 | AID 538, 2006;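 active = inhibition above 20% in each of the two 10-compound mixture wells holding the compound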;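 also: 0% = enzyme wells lacking compound mixture and 100% = no-enzyme blank wells; some compounds called inactive have numbers as strong as hits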
JNK3 inh – JNK3 kinase activity inhibitors, primary screen, biochemical, human, purified enzyme; HTS; inhibition, % at 8 µM; actives 0.61% (n = 60,000); AID 746, 2007; in the data active = inhibition above about 17%;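 also: 0% = DMSO and 100% = reference inhibitor; many of its hits are not listed in these tables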
FXIIa inh mix – human factor XIIa inhibitors, primary screen, biochemical, pooled compound mixtures, fluorogenic substrate. inhibition, % at 5 µM. actives 0.2% (n = 62,000). purified FXIIa. AID 684, 2007;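 also: 0% = enzyme without compound and 100% = no enzyme blank; some results filed as inactive read as strong as hits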
CatL inh – inhibitors of human cathepsin L, biochemical. Procathepsin L (Homo sapiens), P07711. purified cathepsin L, fluorogenic substrate, fluorescence. inhibition, %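 (tested at 10 µM)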. actives 0.17% (n = 58,000). AID 460, 2006; in the data active = inhibition above about 45%;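 also: 0% = enzyme with no compound and 100% = no enzyme blank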
Target sequence (P07711 114-288 limits assumed): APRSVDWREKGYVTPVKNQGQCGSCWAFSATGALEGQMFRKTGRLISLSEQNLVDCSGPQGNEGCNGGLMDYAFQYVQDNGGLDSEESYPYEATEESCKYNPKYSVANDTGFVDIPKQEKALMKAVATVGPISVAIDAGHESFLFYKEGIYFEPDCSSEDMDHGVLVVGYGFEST
Target sequence (P07711 292-333 limits assumed): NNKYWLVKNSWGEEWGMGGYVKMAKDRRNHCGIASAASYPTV
FXIa inh mix – FXIa protease inhibitors in compound pools, primary screen, biochemical, 10-compound mixtures. Coagulation factor XI (Homo sapiens), P03951. purified FXIa, fluorogenic substrate, pooled mixtures. inhibition, % at 5 µM. actives 0.19% (n = 62,000);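 also: each value is inhibition by a whole ten-compound pool holding the compound; 0% = enzyme with no mixture and 100% = wells lacking enzyme; strong numbers were not always called active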
Target sequence (P03951 19-387 limits assumed): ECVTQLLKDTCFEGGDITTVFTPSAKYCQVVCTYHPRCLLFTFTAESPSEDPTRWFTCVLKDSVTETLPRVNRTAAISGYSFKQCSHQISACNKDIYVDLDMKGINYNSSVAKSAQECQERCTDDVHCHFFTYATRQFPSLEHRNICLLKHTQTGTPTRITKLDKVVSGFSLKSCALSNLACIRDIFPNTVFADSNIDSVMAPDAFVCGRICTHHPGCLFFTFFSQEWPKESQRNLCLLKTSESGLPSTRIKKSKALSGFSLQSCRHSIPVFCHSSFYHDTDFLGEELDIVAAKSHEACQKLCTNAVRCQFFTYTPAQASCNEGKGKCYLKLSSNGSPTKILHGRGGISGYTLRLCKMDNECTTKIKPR
Target sequence (P03951 388-625 limits assumed): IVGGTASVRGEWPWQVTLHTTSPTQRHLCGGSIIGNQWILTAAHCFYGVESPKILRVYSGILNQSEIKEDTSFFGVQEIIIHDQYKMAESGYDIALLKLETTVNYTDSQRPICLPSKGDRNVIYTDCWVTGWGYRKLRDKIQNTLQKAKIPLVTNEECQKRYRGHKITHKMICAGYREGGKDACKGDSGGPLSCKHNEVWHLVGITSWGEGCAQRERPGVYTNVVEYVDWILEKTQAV
Cathepsin G inh – human cathepsin G inhibitors, primary screen, biochemical, pooled compound mixtures, AMC fluorescence | P08311 | purified enzyme, AMC-tetrapeptide fluorescence | inhibition, % at 5 µM (by protocol) | actives 0.2% (n = 62,000);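 active = inhibition above 20% in each of the two mixture wells holding the compound; inactive = inhibition of 20% or less in either well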;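 also: 0% = enzyme control without mixture and 100% = blank lacking enzyme; strong numbers were not always called active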
Target sequence (P08311 21-244 limits assumed): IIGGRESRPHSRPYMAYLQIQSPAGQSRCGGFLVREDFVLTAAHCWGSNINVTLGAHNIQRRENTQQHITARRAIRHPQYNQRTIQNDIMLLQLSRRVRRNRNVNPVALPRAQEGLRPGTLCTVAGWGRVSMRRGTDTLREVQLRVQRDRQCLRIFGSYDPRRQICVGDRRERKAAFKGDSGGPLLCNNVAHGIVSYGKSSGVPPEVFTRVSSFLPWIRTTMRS
PKA kinase inh – inhibitors of human PKA kinase activity, primary screen, biochemical, ATP-depletion luminescence, Kemptide substrate. inhibition, % at 6 µM. actives 0.1% (n = 65,000). cAMP-dependent protein kinase catalytic subunit alpha (Homo sapiens), P17612. PKA Kemptide phosphorylation, Kinase-Glo ATP luminescence;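 active = inhibition above the screen-wide mean inhibition plus 3 SD, cut at about 21% in these data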; also: many of its hits are not listed in these tables
An asterisk follows results filed as active; . = no result given. Rule as the data show it, unless noted: active = inhibition above about 20% (passing the limit was not always enough); inactive = the rest.

SMILES	CatS inh	ROCK2 blocker	C1s inh	JNK3 inh	FXIIa inh mix	CatL inh	FXIa inh mix	Cathepsin G inh	PKA kinase inh
COc1cccc(NC(=O)CSc2nnc(CNC(=O)c3ccccc3)n2C)c1	9.1	-2.5	-18.8	-9.2	4.9	-2.9	3.3	-6.9	0.5
Cn1c(=O)[nH]c(=O)c2[nH]c(N(Cc3ccccc3)Cc3ccccc3)nc21	6.8	5.3	11.8	-2.0	-13.2	8.4	0.0	0.3	2.0
CCOC(=O)Cn1c(C(C)=O)nc2ccccc21	-7.4	6.0	-8.8	-0.2	-2.7	4.9	-3.4	5.3	8.9
CCN(CCCNC(=O)c1c(C)cc(=O)oc1C)c1cccc(C)c1	0.8	.	5.5	.	-1.3	-0.1	2.4	10.9	2.7
Cc1cccc(C)c1NC(=O)Cn1c(=O)n(CCCC(=O)NCc2ccco2)c(=O)c2sccc21	-0.7	3.6	1.5	1.6	-10.3	17.9	2.9	8.2	6.7
Cc1noc(C)c1CSc1nc2ccccc2c(=O)n1-c1ccc(F)cc1F	-3.3	2.0	17.1	3.4	11.3	-1.4	9.1	11.7	-3.3
CCN(CC)C(=O)c1sc(NC(=O)c2ccco2)c(C#N)c1C	-6.6	1.3	-1.0	2.3	5.3	-1.4	3.3	3.8	7.9
CCOc1ncccc1C(=O)Oc1ccc2c(c1)OCO2	-11.0	4.0	-20.3	4.3	8.0	1.9	-11.6	-5.5	12.8
CCCC(c1nnnn1C1CCCC1)N1CCN(c2ccccc2F)CC1 (centres undefined)	11.1	2.6	-41.9	-1.5	5.0	11.7	3.7	-10.2	9.7
Cn1cnc2cc(NC(=O)c3ccc(Cl)cc3)ccc21	-1.6	9.2	0.7	-0.1	-0.7	-0.9	6.7	6.8	1.2
O=C(CSc1nnc(NC(=O)c2ccco2)s1)NC1CCCC1	2.7	-1.1	3.8	-1.3	5.9	.	0.7	9.8	3.3
N=C1C(c2ccc(Br)cc2)=C(O)C2CCc3ccccc3N12 (centres undefined)	3.5	-0.8	1.5	-10.9	5.1	1.9	9.3	-0.7	0.8
CCCOc1ccc(C(=O)N2CCN(c3ccc(NC(=O)CC)cc3Cl)CC2)cc1	4.2	6.2	1.9	2.6	0.0	.	4.0	1.6	5.9
CCOC(=O)Cc1cc(=O)[nH]c(Nc2nc3ccccc3o2)n1	-18.5	-3.0	-110.3	5.6	8.1	16.5	-8.1	-10.4	-2.3
COc1c2occc2c(OC)c2c(=O)cc(C)oc12	4.5	-4.8	16.2	9.7	8.3	-2.2	2.5	12.5	-11.3
COc1ccccc1-n1c(=O)oc2ccc(Cl)cc2c1=O	-0.8	3.2	0.0	-0.4	7.9	6.4	5.0	1.6	7.2
COc1ccccc1NC(=O)CC1C(=O)NCCN1C(=O)Nc1ccc(Cl)c(Cl)c1 (centres undefined)	9.3	7.8	11.8	1.4	3.0	12.8	3.7	0.2	9.6
Cc1ccc(S(=O)(=O)N(CC(=O)N2CCOCC2)CC(=O)N2CCOCC2)cc1	-0.8	2.2	6.1	-5.0	5.5	3.2	3.7	10.9	3.1
O=C(C1CCN(S(=O)(=O)c2cccc3nsnc23)CC1)N1CC=C(c2ccccc2)CC1	-0.4	2.4	2.7	-0.1	9.6	-4.5	3.7	0.6	4.8
CCOC(=O)C1=C(C)Nc2ncnn2C1c1cc(Br)ccc1F (centres undefined)	-29.8	7.5	-248.3	-0.5	3.4	0.9	-28.1	-20.8	11.0
Cn1c(=O)cc(SCC(=O)NCCCN2CCN(c3ccc(F)cc3)CC2)c2ccccc21	-0.7	2.1	-21.8	-11.7	-20.2	-3.0	6.2	10.4	0.4
S=c1[nH]nc(COc2ccccc2)n1C1CCCCC1	-8.4	6.1	-37.7	1.7	3.9	5.2	-4.9	-17.4	8.7
O=C(O)C1C2C=CC3(CN(C4CCCC4)C(=O)C13)O2 (centres undefined)	7.7	6.7	21.8	-1.2	33.3	33.6	11.6	16.6	7.4
CCOC(=O)c1ccc(NC(=O)C2=C(C)Nc3nc(CCCO)nn3C2c2ccc(OC)cc2)cc1 (centres undefined)	9.5	-12.6	-0.9	-5.6	3.1	11.5	1.8	0.0	-3.5
Cc1cc(NC(=O)CN2C(=O)CC(c3ccco3)Sc3ccccc32)no1 (centres undefined)	12.4	-0.8	9.7	-1.7	4.9	16.3	3.6	7.9	-8.1

Among those listed so far, 3 contain an NH in an aromatic ring.
SMILES	CatS inh	ROCK2 blocker	C1s inh	JNK3 inh	FXIIa inh mix	CatL inh	FXIa inh mix	Cathepsin G inh	PKA kinase inh
Cn1c(=O)[nH]c(=O)c2[nH]c(N(Cc3ccccc3)Cc3ccccc3)nc21	6.8	5.3	11.8	-2.0	-13.2	8.4	0.0	0.3	2.0
CCOC(=O)Cc1cc(=O)[nH]c(Nc2nc3ccccc3o2)n1	-18.5	-3.0	-110.3	5.6	8.1	16.5	-8.1	-10.4	-2.3
S=c1[nH]nc(COc2ccccc2)n1C1CCCCC1	-8.4	6.1	-37.7	1.7	3.9	5.2	-4.9	-17.4	8.7

Additional results
SMILES	CatS inh	ROCK2 blocker	C1s inh	JNK3 inh	FXIIa inh mix	CatL inh	FXIa inh mix	Cathepsin G inh	PKA kinase inh
CCOc1ccc(-n2c(=O)[nH]cc(C(=O)N3CCc4ccccc43)c2=O)cc1	1.9	5.8	3.6	2.6	5.4	-9.1	6.3	1.4	2.8
COc1ccc(S(=O)(=O)Nc2c(C(=O)O)[nH]c3ccccc23)c(OC)c1	52.5	6.8	-3.5	-4.2	-1.4	9.2	-2.9	3.9	10.9
CCOC(=O)N1CCC(NC(=O)CSc2cc(=O)n(C)c3ccccc23)CC1	1.8	1.0	8.9	-4.7	-19.0	-6.5	-0.6	22.6	2.4
Cn1c(C(O)c2ccc3c(c2)OCO3)nc2ccccc21 (centres undefined)	-0.1	4.4	21.5	3.0	-19.4	1.0	4.6	8.8	10.4
CCn1nc(C(=O)OCC(=O)N2CCc3ccccc32)c2ccccc2c1=O	-4.3	6.3	0.7	-0.6	1.1	3.8	8.4	-5.4	8.1
O=C(CN1C(=O)c2ccccc2S1(=O)=O)N1CCN(Cc2ccc3c(c2)OCO3)CC1	9.4	0.2	-3.2	5.8	-6.0	24.3	0.5	-2.5	11.7
Cn1c(SCC(=O)NC(C)(C)C)nnc1-c1ccc(C(C)(C)C)cc1	-6.8	0.6	-85.7	-1.8	2.9	7.1	-6.9	1.5	-2.7
Cc1ccc(-c2noc(CCC(=O)N3CCN(c4cccc(C(F)(F)F)c4)CC3)n2)cc1	-3.2	2.0	1.7	-3.2	9.8	9.6	5.0	5.8	-1.5
Cn1c(NC(=O)C(C)(C)Oc2ccc(Cl)cc2)cc(=O)n(C)c1=O	28.2	-4.3	-4.2	4.5	-7.8	.	4.6	1.4	7.9
C=C(C)COc1ccc(-c2nc(N)ncc2Oc2ccccc2OC)c(O)c1	-1.1	-2.8	4.0	4.0	12.2	5.7	4.5	5.4	2.9
CC(C)CCNc1ncnc2c1nnn2Cc1ccccc1Cl	11.5	-2.2	-31.4	-0.5	-4.8	10.2	-2.3	8.2	-0.7
COc1ccc(CCNC2=NCCS2)cc1	-6.7	3.7	12.4	1.0	-18.7	9.5	2.2	7.2	6.7
COCCN1Cc2cccc(C(=O)Nc3ccc4c(c3)OCCO4)c2C1=O	3.0	-1.3	-4.3	-0.4	-17.7	-1.9	11.0	3.2	-7.4
C=CCN1C(=O)CN=C1Nc1ccc(OC)cc1OC	-3.1	4.3	6.3	9.5	0.5	-3.8	3.3	4.4	8.2
COc1cc(C(=O)n2nc(C)cc2C)cc(OC)c1OC	-3.9	6.2	2.8	-5.8	6.4	10.5	2.5	9.3	8.8
COc1ccccc1N(C(=O)c1snc(C(N)=O)c1N)C(C(=O)NC1CCCC1)c1ccco1 (centres undefined)	-1.2	-5.9	-20.6	1.2	-1.0	-15.9	0.9	-4.7	-8.2
COc1ccc(-n2c(=S)[nH]c3cc(C(=O)NCc4ccco4)ccc3c2=O)cc1OC	7.6	1.7	-108.7	2.1	8.3	8.7	-4.9	-9.1	1.6
O=C(CCNC(=O)Cn1ccc2ccccc2c1=O)NCCN1CCN(c2cccc(Cl)c2)CC1	-6.7	0.8	-22.7	3.8	5.7	.	3.8	-9.4	4.5
O=C(Nc1cccnc1)c1cc(-c2cccs2)on1	4.1	-1.2	-29.0	-3.0	2.2	13.0	8.4	14.6	-4.8
Cc1nnc(NCc2ccncc2)c2ccccc12	-8.9	-0.7	-15.5	4.0	7.6	4.4	6.8	2.3	7.3
O=C(NCCCn1ccnc1)c1cccnc1	.	6.5	.	-1.9	.	-0.5	.	.	6.1
CCOC(=O)N1CCN(C(=O)CCn2c(=S)[nH]c3cc(OCC)c(OCC)cc3c2=O)CC1	13.1	.	-46.4	.	2.9	2.5	4.9	-3.8	-4.3
COc1ccc(-n2c(SCC(=O)NCc3cccs3)nnc2-c2ccoc2C)cc1	-3.2	4.8	1.9	-0.9	-0.9	7.6	-1.2	-2.6	10.1
CC(C)c1nc(=S)c2ccccc2[nH]1	-6.0	4.4	10.7	8.8	11.8	2.0	6.3	13.6	12.0
CC(=O)Nc1nc(C)nc(-c2ccccc2OC(C)=O)n1	-3.0	-7.1	-24.5	-6.5	7.9	-5.7	7.0	-7.9	1.5
SMILES	CatS inh	ROCK2 blocker	C1s inh	JNK3 inh	FXIIa inh mix	CatL inh	FXIa inh mix	Cathepsin G inh	PKA kinase inh
c1ccc(-c2noc(-c3ccco3)n2)nc1	-5.0	-21.4	-10.0	-3.4	-0.2	-8.8	7.8	-9.3	-9.7
COCCNC(=O)CCCn1c(=O)c2ccccc2n(CC(=O)NCCC2=CCCCC2)c1=O	7.2	2.3	0.2	5.3	7.3	13.0	5.1	-0.6	-1.0
Cc1nc2ccccc2nc1N1CCCCC1	-0.9	2.2	-0.4	1.4	1.6	32.4	1.2	-1.1	7.3
COc1cc2c(cc1OC)CN(C(=O)C1(c3ccccc3)CC1)CC2	18.3	-7.1	-4.8	1.8	-1.9	-0.1	9.1	1.1	-9.2
O=S(=O)(NCCOc1cccc2cccnc12)c1ccc(F)cc1	-7.2	-5.5	8.3	-0.5	0.1	-17.5	4.9	6.0	1.7
COC(=O)c1ccc(NC(=O)Cn2nnc3ccccc32)cc1	0.5	-1.0	12.3	5.8	-1.2	10.3	8.4	6.9	-7.0
Cc1cc(C)nc(SCc2nnc(SCC(=O)Nc3ccccc3C)n2Cc2ccco2)n1	2.1	0.3	-5.4	-5.8	3.8	15.9	6.2	8.1	4.3
COc1cc(OC)c(OC)cc1CN(C)CCc1ccccn1	5.2	-0.8	-25.1	-1.9	-10.7	10.2	0.1	3.3	-3.5
O=C(COC(=O)CN1C(=O)c2ccccc2C1=O)Nc1ncc(Cl)cc1Cl	-8.4	5.4	-4.6	-0.3	-25.5	-1.3	5.6	-4.9	6.5
COc1ccc(OCC(O)Cn2c(Br)nc3c2c(=O)[nH]c(=O)n3C)cc1 (centres undefined)	4.1	-1.5	5.5	3.9	6.9	0.6	-4.7	9.9	-1.1
O=C(Nc1cccc(Cn2cccn2)c1)c1cc2c(s1)CCCC2	21.2	0.2	-0.5	-3.9	-2.4	0.3	0.7	7.0	4.4
COc1cccc(C(=O)NC2CCSC2=O)c1 (centres undefined)	-25.1	4.1	-46.9	-4.6	-0.6	-14.3	-30.7	-17.1	-0.6
CC(=O)c1sc(-c2c(C)nc3sccn23)nc1C1CCCC1	-5.7	-3.4	-0.5	-2.5	3.1	-4.5	2.0	4.5	-4.4
